OXTR ag – human OXTR agonists, primary screen, fluorescence, CHO-OTR cells, Fluo-8 calcium. Oxytocin receptor (Homo sapiens), P30559. hit rate 0.32% among 320,000. AID 2435, 2010. activation, % at 3 µM. Fluo-8 calcium fluorescence; normalized: DMSO 0%, oxytocin 100%;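 active = activation above the mean of all tested compounds plus 3 SD, cutoff set per screening run, cut at about 20% in these data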;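 note: peak over basal fluorescence ratio from a 100 s FLIPR kinetic read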
Target sequence (P30559 whole entry, looked up): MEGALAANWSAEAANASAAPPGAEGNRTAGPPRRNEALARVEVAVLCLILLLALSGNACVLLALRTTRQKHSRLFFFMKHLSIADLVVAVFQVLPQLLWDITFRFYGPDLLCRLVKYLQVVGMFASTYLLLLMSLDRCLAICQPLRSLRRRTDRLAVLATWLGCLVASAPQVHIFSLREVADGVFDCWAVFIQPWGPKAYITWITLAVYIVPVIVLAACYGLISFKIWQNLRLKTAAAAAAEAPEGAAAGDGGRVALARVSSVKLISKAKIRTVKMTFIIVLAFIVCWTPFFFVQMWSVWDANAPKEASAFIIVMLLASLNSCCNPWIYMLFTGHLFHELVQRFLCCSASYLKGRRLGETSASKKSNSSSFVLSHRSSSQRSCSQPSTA
MEKK2 mut-MEK5 – MEK5 binding signal on mutant MEKK2 PB1, primary screen, biochemical, multiplex bead flow cytometry, Alexa488-MEK5; Alexa488-MEK5 binding to MEKK2 mutant; AID 1530, 2009; hit rate 0.35% among 290,000; percent response, % at 10 µM; in the data active = percent response above about 24%, passing the limit was not always enough; note: inactives centre near 1; some results filed as inactive read as strong as hits; reference of the scale not given here
M18AAP inhibitor – PfM18AAP inhibitors, malaria aminopeptidase, primary screen, biochemical, QFRET, recombinant enzyme. inhibition, % at 7.35 µM. AID 1822, 2009. hit rate 1.2% among 290,000. H-Glu-NHMec fluorogenic cleavage;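 active = inhibition above the campaign mean inhibition over all tested compounds plus 3 SD, cut at about 28% in these data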;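 note: 0% = plate median of test compound wells and 100% = 2 mM ZnCl2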
MEKK2wt PB1 HTS – modulators of MEK5 binding to wildtype MEKK2, primary screen, biochemical, multiplex bead flow cytometry, Alexa488-MEK5. Mitogen-activated protein kinase kinase kinase 2 (Homo sapiens), Q9Y2U5. Alexa488-MEK5 binding to MEKK2 WT; actives lie on both sides. binding response (% of control), % at 10 µM. hit rate 1.1% among 290,000; in the data active = binding response below about 67% or above about 130%
GPR7 antagonist – GPR7 receptor antagonists, primary screen, cell-based, fluorescence, single concentration; Neuropeptides B/W receptor type 1 (Homo sapiens), P48145; GPR7-expressing cells, fluorescence antagonist assay; inhibition, % at 4.4 µM; hit rate 1.1% among 290,000; in the data active = inhibition above about 16%, passing the limit was not always enough;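 note: cells stimulated with the agonist NPW; 0% = agonist with vehicle and 100% = vehicle without agonist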
NALP1 inh – NALP1 inflammasome inhibitors in reconstituted yeast, colorimetric, S. cerevisiae, triplicate retest. hit rate 0.61% among 280,000. inhibition, % at 10 µM. S. cerevisiae NALP1/ASC/caspase-1 growth, X-gal OD620, 72 h; in the data active = inhibition mostly above about 24%, no sharp cut-off; inactive = mostly below about 32%; note: some compounds called inactive have numbers as strong as hits
PHOSPHO1 inh – PubChem AID 1565. recombinant PHOSPHO1, absorbance phosphatase assay. inhibition, % at 13.3 µM. hit rate 1.1% among 290,000; in the data active = inhibition above about 60%
DNA FID counter – compounds displacing fluorescent DNA intercalator, primary screen, artefact control for HCV NS3 helicase inhibitor project, biochemical, FID fluorescence; DNA fluorescent intercalator displacement; hit rate 0.17% among 290,000; inhibition, % at 7.9 µM; in the data active = inhibition above about 37%;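 note: 0% = vehicle and 100% = reference compound; higher means more ethidium bromide displaced from hairpin DNA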
MEKK3 PB1 HTS – modulators of MEKK3-MEK5 PB1 binding, primary screen, biochemical, wildtype MEKK3, multiplex bead flow cytometry, Alexa488-MEK5; bead-based flow cytometry, Alexa488-MEK5 binding to MEKK3; actives lie on both sides; 0 = blocked by unlabeled MEK5, 100 = vehicle; binding response (% of control), % at 10 µM; hit rate 1.4% among 290,000;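 active = binding response more than 3 SD above or below the average of its plate-row segment, actives on both sides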;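 note: Alexa488 bead fluorescence after subtracting the streptavidin-only scavenger bead signal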
Target sequence (Q99759 whole entry, looked up): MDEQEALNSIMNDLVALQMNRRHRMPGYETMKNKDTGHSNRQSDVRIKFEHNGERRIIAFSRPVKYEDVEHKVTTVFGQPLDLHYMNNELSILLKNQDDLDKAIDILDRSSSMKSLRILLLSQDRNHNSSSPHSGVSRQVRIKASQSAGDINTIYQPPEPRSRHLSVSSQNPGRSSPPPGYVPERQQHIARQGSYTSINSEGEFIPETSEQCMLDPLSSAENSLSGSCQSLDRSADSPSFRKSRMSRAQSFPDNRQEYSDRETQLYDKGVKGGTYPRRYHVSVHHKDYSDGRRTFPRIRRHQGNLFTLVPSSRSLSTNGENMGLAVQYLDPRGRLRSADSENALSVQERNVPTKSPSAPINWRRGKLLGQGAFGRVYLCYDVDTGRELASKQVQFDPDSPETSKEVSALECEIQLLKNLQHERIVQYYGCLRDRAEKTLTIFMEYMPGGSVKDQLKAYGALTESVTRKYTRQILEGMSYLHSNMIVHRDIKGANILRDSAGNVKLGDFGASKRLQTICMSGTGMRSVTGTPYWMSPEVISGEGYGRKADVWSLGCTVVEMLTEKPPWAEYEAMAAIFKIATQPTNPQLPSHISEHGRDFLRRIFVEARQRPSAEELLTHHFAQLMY
The depositor's hits bear a star; . = not tested or not shown.

SMILES	OXTR ag	MEKK2 mut-MEK5	M18AAP inhibitor	MEKK2wt PB1 HTS	GPR7 antagonist	NALP1 inh	PHOSPHO1 inh	DNA FID counter	MEKK3 PB1 HTS
Cc1c(NC(=O)Nc2ccccc2)cccc1[N+](=O)[O-]	2.4	-2	-12	77	3	30	-2	8	84
O=C(Nc1ccnn1C1CCN(CC(O)CO)CC1)C1CCCC1 (configuration not stated)	.	1	1	109	-11	-4	37	-7	103
COc1ccc(N2CCN(C(=O)c3cc4cc(Cl)ccc4[nH]3)CC2)cc1	0.6	1	4	98	-11	7	.	-14	101
O=C(/C=C/c1ccccc1Cl)Nc1ccc(Cl)cn1	-0.5	12	3	105	-7	14	2	-1	106
CSc1nn(CCc2ccncc2)c(=S)s1	-1.3	7	11	106	-12	-4	-59	-2	103
CN(C)S(=O)(=O)c1ccc(NC(=S)NC(=O)c2cccs2)cc1	1.4	5	8	106	-12	-14	35	-4	102
Cc1ccc(NC(=O)CCc2nnc(SCC(=O)Nc3ccccc3C)n2C)cc1Cl	1.5	-15	1	80	-8	-4	42	-1	88
Cc1cc(C(F)F)n2nc(C(=O)Nc3cccc(C(F)(F)F)c3)nc2n1	-2.4	3	-6	104	11	5	52	-4	103
COCCN(C(=O)CSc1nc2ccccc2c(=O)n1CC(C)C)c1c(N)n(Cc2ccccc2)c(=O)[nH]c1=O	-1.3	-35	1	91	-10	-6	13	-28	91
CC(=O)Oc1ccc(C(=O)Nc2ccc(C3(C#N)CCCC3)cc2)cc1	0.0	4	4	101	-13	10	-8	-25	103
COc1ccc(C)cc1NC(=O)CSc1nnc(-c2ccco2)n1N	2.3	-2	1	102	-11	-7	25	-6	102
COc1ccc(CNC(=O)Cn2nc(C)c3c(C)n(-c4ccc(C)cc4)nc3c2=O)cc1OC	-1.2	-8	2	94	-6	22	30	-30	94
O=C(Nc1ccc(F)cc1)C1CCN(C(=O)c2ccc([N+](=O)[O-])cc2)CC1	0.1	-8	-4	81	4	18	34	3	86
CCOc1cc(C(=O)N/N=C/c2ccoc2)cc(OCC)c1OCC	.	6	1	108	3	-3	27	-43	106
CCOC(=O)c1ccc2c(c1)nc(SCC(=O)N1CCOCC1)n2CC	-0.6	-3	-8	94	2	-10	8	-25	97
C=CCC(C#Cc1ccccc1)N(C)C (configuration not stated)	2.0	-8	-5	89	-6	8	6	0	85
COc1cccc(-c2c(C(=O)N/N=C/c3sccc3C)nnn2-c2nonc2N)c1	2.2	2	5	98	-12	-4	28	-25	101
Cc1cc(C)n(C(C)CC(=O)Nc2ccc3c(c2)OCCO3)n1 (configuration not stated)	0.1	-2	9	102	7	5	27	-14	100
S=C(c1cn(CCOc2ccccc2)c2ccccc12)N1CCCC1	0.3	5	11	120	14	13	31	-13	105
c1csc(CNc2ncnc3sccc23)c1	16	-5	2	98	8	.	.	2	96
COC(=O)c1ccc(S(=O)(=O)NCc2ccccc2)n1C	0.6	-15	-5	71	-7	16	33	-5	78
COCCNC(=O)Cn1nc(-c2ccc(Cl)cc2)c2ccccc2c1=O	-0.5	8	-5	103	-13	1	20	-19	103
CSc1ccc(C(c2c(C(=O)O)[nH]c3ccccc23)c2c(C(=O)O)[nH]c3ccccc23)cc1	0.5	6	-1	109	-14	-8	8	-8	109
Nc1ccccc1Nc1cccc(C(F)(F)F)c1	-1.9	-9	6	90	-18	-3	24	-6	90
Cc1cc(C(=O)Nc2cccc(NC(=O)c3ccco3)c2)ccc1[N+](=O)[O-]	.	3	1	107	-9	4	12	-10	104
Cc1ccc(-n2ncc3c2CC(C)(C)CC3NC(=O)c2c(C)noc2C)cc1 (configuration not stated)	.	-3	3	100	2	11	46	-40	100
COc1ccccc1C(=O)NC(=Nc1nc2ccccc2o1)NC(=O)c1ccccc1OC	4.9	.	-2	.	-2	3	-3	-11	.
CCOC(=O)N1CCN(C(=S)NC(=O)c2ccc(F)cc2)CC1	-1.6	-6	7	91	4	-4	32	-7	87
O=C(COC(=O)c1cccc(C(F)(F)F)c1)NCc1ccccc1	-1.9	-2	-2	100	-5	35	0	-7	104
Cc1ccc([N+](=O)[O-])cc1NC(=S)NC(=O)c1cccs1	0.0	0	0	100	-6	14	-15	2	107
CC(C)(C)c1nn(-c2ccccc2)c2[nH]c(=O)c(CNCc3ccc4c(c3)OCO4)cc12	-1.7	1	7	101	3	26	21	22	100
COc1ccc(CNC(NC(=O)c2ccccc2)(C(F)(F)F)C(F)(F)F)cc1	-1.5	0	-4	97	-2	42	-9	-5	99
CC1=CCP(=O)(c2ccccc2)C1 (configuration not stated)	0.9	3	-2	106	-4	24	4	-4	97
Cc1cc(C=C2C(=O)CCCC2=O)c(C)n1-c1ccccc1	-0.7	0	9	101	-2	28	1	-15	114
O=C(CNC(=S)N(Cc1ccccc1Cl)C1CCCC1)NCCN1CCOCC1	0.2	0	1	111	-9	-9	28	2	124
Cc1ccc(-c2nnn(CC(=O)N3CCCCC3)n2)c(-n2cnnn2)c1	0.1	2	2	98	-11	41	7	1	102
Cc1ccc2[nH]c3c(c2c1)CN(C(=O)CN(C)CC1OCCO1)CC3	1.6	9	4	112	-4	18	42	0	105
O=C(COc1ccc2ccccc2c1)N1CCCC1	-1.5	0	1	102	6	36	-18	-5	97
COCCN(CCOC)Cc1c(O)ccc2c1O/C(=C\c1ccco1)C2=O	6.4	0	38*	99	3	24	27	-21	101
CCCCCCCCCCS(=O)(=O)N/N=C/c1ccc(O)cc1	1.4	1	-10	100	-2	18	0	-13	119
Cc1cc(C)n(CCNC(=O)CCc2nnc(CCc3ccccc3)o2)n1	-0.4	-15	0	88	5	15	15	-11	91
Cc1ccccc1S(=O)(=O)Nc1nc2ccccc2nc1N1CCc2ccccc2C1	-2.7	-1	-3	97	-3	6	7	-13	123
C/C(CC(=O)NC1CCCC1)=N\NC(=O)Cc1csc(N)n1	0.0	5	16	100	-5	16	-5	-4	101
Brc1cccc(CSc2nnc(-c3ccncc3)o2)c1	1.1	3	-8	90	-7	-1	-13	-10	107
Cc1nc(C)c(N)c(=O)[nH]1	-0.5	0	-2	94	-5	4	36	1	100
Cc1scc(C(=O)Nn2cnnc2)c1-c1ccccc1	0.7	4	64*	101	-19	5	5	2	98
N/C(=N\S(=O)(=O)c1cc(C(F)(F)F)cc(C(F)(F)F)c1)c1ccncc1	1.9	7	5	106	-11	-2	33	-13	98
CCn1c(SC/C=C/c2ccccc2)nnc1-c1cnccn1	2.2	-6	3	95	15	3	-3	-24	97
Cc1ccc(OCC(O)CNC2CCCC2)c(C)c1 (configuration not stated)	.	2	-2	109	-19	4	.	6	103
NC(=S)N/N=C/c1ccc(/C=N/NC(N)=S)cc1	0.2	1	15	103	-12	-17	4	-2	105
CC(=O)NNC1=Nc2ccccc2N(C)C(C)C1 (configuration not stated)	-1.9	-3	-4	91	-6	28	-3	-3	88
CC(C)Sc1cc(Cl)nc(NC(=O)Nc2ccccc2)n1	-0.1	-1	-5	99	-8	10	24	-10	102
CCOC(=O)C1CCN(S(=O)(=O)Cc2ccccc2)C1=O (configuration not stated)	1.5	-1	5	100	9	16	-11	-8	96
Cc1cc(C)cc(NS(=O)(=O)c2coc(C(N)=O)c2)c1	0.3	1	1	102	-1	18	12	-9	99
COc1ccccc1CC(=O)N1CCOCC1	1.1	4	-10	109	-14	15	13	0	110
CCOC(=O)C1=C(C)OC(N)=C(C#N)C1c1ccc(C)o1 (configuration not stated)	-1.6	-3	6	95	1	4	18	0	95
CCC[C@@H](CNC)NC[C@H](Cc1ccccc1)NCCCCc1ccccc1	3.1	8	-2	154*	41*	13	10	29	104
COc1ccc(C(=O)Nc2ccnn2C2CCN(Cc3ccn[nH]3)CC2)cc1	-0.2	4	0	108	-13	10	29	-2	100
Cc1c(OCC(=O)N2C[C@H]3C[C@@H](C2)c2cccc(=O)n2C3)ccc2c3c(c(=O)oc12)CCCC3	-1.0	0	-5	96	-5	0	-7	-32	99
O=C(CC1NC(=O)NC1=O)Nc1ccc(Cl)cc1 (configuration not stated)	0.6	-3	-10	97	-10	38*	14	0	99

(list continues)
SMILES	OXTR ag	MEKK2 mut-MEK5	M18AAP inhibitor	MEKK2wt PB1 HTS	GPR7 antagonist	NALP1 inh	PHOSPHO1 inh	DNA FID counter	MEKK3 PB1 HTS
COc1ccc(NC(=O)C(CC(C)C)NC(=O)C2CCC(C)CC2)c(OC)c1 (configuration not stated)	-0.1	-4	0	92	-7	-39	-3	20	96
Cc1cc2oc(=O)cc(CN3CCN(S(=O)(=O)c4ccc5c(c4)OCCO5)CC3)c2cc1C	-0.5	0	-4	97	-4	19	12	-1	98
CC(C)(C)c1cc(C(F)(F)F)n2ncc(-c3ccccc3)c2n1	-0.6	-7	-8	100	-7	-6	17	2	106
COC(=O)C1=C(C)N(Cc2ccccc2)C(=S)N[C@H]1c1cccc(F)c1	-2.6	-1	0	98	3	-8	-2	-17	100
Cc1ccc(NC(NC(=O)c2cccnc2)C(Cl)(Cl)Cl)cc1 (configuration not stated)	1.0	1	4	109	1	12	7	1	116
COc1ccc(N2CCN(CCCNC(=O)C3(S(=O)(=O)c4ccc(Cl)cc4)CC3)CC2)cc1	0.2	.	3	.	1	-23	7	5	.
N#C/C(=C\c1c(N2CCN(Cc3ccccc3)CC2)nc2ccccn2c1=O)S(=O)(=O)c1ccccc1	0.1	-2	-2	98	-4	17	34	1	101
C=C1CC2C(=O)N(Cc3cc(OC)ccc3OC)C(C(=O)OCC)(C(=O)OCC)C1N2C(=O)OC(C)(C)C (configuration not stated)	0.6	-1	.	101	.	.	.	.	105
CCOC(=O)c1[nH]c(C)c(/C(O)=C2\C(=O)C(=O)N(CCCN(CC)CC)C2c2cccnc2)c1C (configuration not stated)	0.9	4	-1	109	-8	.	.	2	108
O=C(NC1CCCCC1)c1cc(-c2cccs2)on1	-0.2	-6	-12	98	2	32	32	-10	96
CCOC(=O)c1nc(Nc2cc(C)cc(C)c2)c2ccccc2n1	-2.7	-1	0	103	-5	-5	48	-17	101
O=C(CCC(=O)c1ccc(Oc2ccccc2)cc1)Nc1cccc(Cl)c1Cl	5.2	-1	-4	99	-5	15	12	-2	103
CC(C)c1nnc(NC(=O)c2cnccn2)s1	1.1	1	-9	97	-15	.	10	0	104
Cc1cc(C)c(S(=O)(=O)c2ccccc2)c(OC(=O)c2cc(F)c(F)cc2Cl)n1	0.8	6	-4	106	-17	-14	6	-2	105
CC(=O)c1[nH]c(C)c(C(=O)N2CCCC(Nc3ccc(C(C)C)cc3)C2)c1C (configuration not stated)	.	3	5	97	2	22	.	-25	100
